From PubChem BioAssay
RAD54 inh – blocks human RAD54 Holliday junction branch migration | FAM/BHQ fluorescence | hit rate 0.14% among 360,000 | Q92698 | inhibition, % at 10.4 µM | AID 602329;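 active = mean normalized replicate activity at least 40 and at least half of replicates scoring 40 or more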;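 also: 0% = median of neutral control wells and 100% = median of positive control wells; inhibitors cause a drop in the FAM fluorescence signal; in these data hits start at about 50%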
esBAF inh – inhibitors of esBAF chromatin remodeling in mouse ES cells; Bmi1-luciferase knock-in reporter, 24 h; 100% = twice the neutral-well signal; reporter increase, % at 12.5 µM; hit rate 2% among 350,000; AID 602393; in the data active = activation above about 40%;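 also: 0% = median of the plate's neutral control wells and 100% = double that signal; a rise in the Bmi1 reporter signal indicates esBAF inhibition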
E-sel inducer – E-selectin induction on HUVECs; activation, % at 7.58 µM; hit rate 0.37% among 260,000; AID 686992; HUVEC E-selectin immunofluorescence imaging; normalized: neutral wells 0, TNF-alpha wells 100;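 active = mean E-selectin-positive cell signal at least 10% of the positive control, reached in at least 60% of replicates, without over 20% cell loss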;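 also: in these data hits start at about 27%; measured in HUVEC primary endothelial cells; signal is the percent of cells scored E-selectin positive by PE staining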
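Read-out: % PE-positive cells | Test system: HUVEC | Doses: One compound dose added by pin transfer | Buffer or medium: EGM-2 over gelatin coat | Signal: Immunofluorescence imaging | Benchmarks: TNF-alpha, DMSO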
ERp5 inh – ERp5 (human) disulfide isomerase inhibition. inhibition, % at 9.99 µM. ERp5 insulin aggregation, absorbance 650 nm, 90 min. hit rate 0.05% among 350,000;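 active = mean replicate inhibition above about 25%, with every replicate also reaching it, limit read from the data, passing the limit was not always enough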
Target sequence (Q15084 whole entry, looked up): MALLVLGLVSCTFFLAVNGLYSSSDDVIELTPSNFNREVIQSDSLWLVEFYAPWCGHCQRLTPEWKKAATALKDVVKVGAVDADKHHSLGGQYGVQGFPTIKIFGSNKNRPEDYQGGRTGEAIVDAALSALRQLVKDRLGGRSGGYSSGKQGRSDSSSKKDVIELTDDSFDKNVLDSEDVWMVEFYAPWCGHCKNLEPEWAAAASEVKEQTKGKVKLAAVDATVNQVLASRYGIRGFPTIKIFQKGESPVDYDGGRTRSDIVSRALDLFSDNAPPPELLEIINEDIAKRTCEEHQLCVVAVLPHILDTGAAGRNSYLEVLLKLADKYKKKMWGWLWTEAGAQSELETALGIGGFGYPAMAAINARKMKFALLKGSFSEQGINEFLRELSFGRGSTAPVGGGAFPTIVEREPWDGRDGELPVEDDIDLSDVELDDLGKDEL
ARNT-TACC3 inh – ARNT/TACC3 interaction disruption | Q9Y6A5 | AlphaScreen His-ARNT PAS-B/GST-TACC3 binding, luminescence; TACC3 fragment carries E629A point mutation | inhibition, % at 9.99 µM | hit rate 0.66% among 390,000 | AID 623870;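 active = mean inhibition of replicates at least 50% and at least half of replicates each reaching 50%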;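 also: 0% = complete ARNT plus TACC3 wells and 100% = ARNT alone without TACC3; many hits fall short of the cut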
Casp6 inh – caspase-6 (human) enzyme inhibition. P55212. purified caspase-6, Z-VEID-R110 cleavage fluorescence. inhibition, % at 12.5 µM. hit rate 0.53% among 350,000;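 active = mean inhibition across replicates at least about 35%, with every replicate also reaching that limit, limit read from the data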;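 also: 0% = median of neutral control wells and 100% = no fluorescence left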
PglD inh – PglD (C. jejuni) enzyme inhibition. purified PglD enzyme, DTNB colorimetric CoA detection. inhibition, % at 12.5 µM. hit rate 0.098% among 360,000; in the data active = inhibition above about 16%, passing the limit was not always enough; also: strong numbers were not always called active
RAD52 anneal inh – blocks human RAD52 DNA annealing; P43351; recombinant RAD52 DNA annealing, FRET fluorescence; inhibition, % at 18.7 µM; hit rate 0.46% among 360,000;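 active = every replicate showing at least 50% inhibition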
Target sequence (P43351 whole entry, looked up): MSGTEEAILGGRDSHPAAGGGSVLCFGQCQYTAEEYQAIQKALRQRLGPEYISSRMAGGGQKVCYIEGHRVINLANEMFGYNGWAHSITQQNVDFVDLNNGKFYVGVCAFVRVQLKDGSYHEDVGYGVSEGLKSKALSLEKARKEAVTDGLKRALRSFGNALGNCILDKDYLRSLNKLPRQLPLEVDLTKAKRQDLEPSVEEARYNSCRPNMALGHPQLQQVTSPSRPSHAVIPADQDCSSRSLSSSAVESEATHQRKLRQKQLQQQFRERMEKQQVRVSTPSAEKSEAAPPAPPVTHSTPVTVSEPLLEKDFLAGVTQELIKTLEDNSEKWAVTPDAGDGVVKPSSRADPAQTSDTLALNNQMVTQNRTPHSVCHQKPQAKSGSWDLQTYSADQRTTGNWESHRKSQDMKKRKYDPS
The depositor's hits bear a star; . = no result given; & = joins results of further samples; ! = not active in a repeat.

The opening 2 records (preview)
| entry | Structure | PglD inh | RAD54 inh | E-sel inducer | ARNT-TACC3 inh | Casp6 inh | esBAF inh | ERp5 inh | RAD52 anneal inh |
| --- | --- | --- | --- | --- | --- | --- | --- | --- | --- |
| 1 | COc1ccc(C2(CNC(=O)Cc3ccc(OC)c(OC)c3)CCOCC2)cc1 | 0.2 | -6.5 | . | 3.2 | . | -8.9 | . | . |
| 2 | COc1ccc(C(=O)Nc2ccc(C(=O)N3CCCCC3C)cc2)c(OC)c1OC (stereo not given) | -1.1 | -3.4 | -0.2 | -3.1 | -1.3 | 7.8 | 1.8 | -8.0 |

The whole of this part, from the first entry:
| entry | Structure | PglD inh | RAD54 inh | E-sel inducer | ARNT-TACC3 inh | Casp6 inh | esBAF inh | ERp5 inh | RAD52 anneal inh |
| --- | --- | --- | --- | --- | --- | --- | --- | --- | --- |
| 1 | COc1ccc(C2(CNC(=O)Cc3ccc(OC)c(OC)c3)CCOCC2)cc1 | 0.2 | -6.5 | . | 3.2 | . | -8.9 | . | . |
| 2 | COc1ccc(C(=O)Nc2ccc(C(=O)N3CCCCC3C)cc2)c(OC)c1OC (stereo not given) | -1.1 | -3.4 | -0.2 | -3.1 | -1.3 | 7.8 | 1.8 | -8.0 |
| 3 | O=c1c2sccc2nc(SCc2cc(=O)n3ccccc3n2)n1Cc1ccccn1 | . | . | -0.7 | . | -2.9 | . | 0.2 | 10.0 |
| 4 | CCC(=O)N1[C@H](CO)[C@H](c2ccc(C3=CCCC3)cc2)[C@H]1CNCC1CCCC1 | . | . | -0.4 | . | -1.0 | . | 8.5 | -30.2 |
| 5 | Cc1[nH]n(-c2ccccc2)c(=O)c1N=Nc1ccc2c(c1)OCO2 | . | . | . | 1.1 | -2.3 | 64.4* | 3.0 | -6.6 |
| 6 | Cc1onc(-c2ccccc2Cl)c1C(=O)OCn1nnc2ccccc2c1=O | 6.0 | -8.4 | . | 0.8 | . | 1.4 | . | . |
| 7 | CN(C)c1ncc(C2=C(Cl)C(=O)C(N3CCCC3)=C(Cl)C2=O)s1 | 4.3 | -16.5 | . | 21.9 | . | -5.9 | . | . |
| 8 | CCC(C(=O)NCc1cccnc1)c1ccccc1 (stereo not given) | . | . | 0.3 | -1.2 | 2.6 | . | 0.7 | -8.7 |
| 9 | C[C@@H](NC(=O)C[C@H]1C[C@H]2c3cc(NC(=O)Nc4ccccc4F)ccc3O[C@H]2[C@@H](CO)O1)c1ccccc1 | -1.3 | 4.5 | 1.4 | -2.4 | 2.5 | 3.0 | 1.7 | -22.1 |
| 10 | C[C@@H]1CN([C@H](C)CO)C(=O)c2cc(NS(=O)(=O)c3cccs3)ccc2O[C@@H](C)CCCCO[C@H]1CN(C)Cc1ccc(C(F)(F)F)cc1 | -3.2 | 6.1 | 0.0 | 6.5 | -2.5 | 9.0 | -0.1 | -26.7 |
| 11 | O=C(Nc1ccc2c(c1)[C@@H]1C[C@@H](CC(=O)N3CCCCC3)O[C@H](CO)[C@@H]1O2)C1CCC1 | 2.3 | -9.3 | 0.5 | -10.3 | -3.2 | -3.7 | 2.7 | 8.9 |
| 12 | CC1C(=O)C(C)C(c2cc(Cl)ccc2O)NC1c1cc(Cl)ccc1O (stereo not given) | 7.6 | 7.2 | . | 7.0 | 4.7 | -1.1 | 0.0 | 0.6 |
| 13 | COC(=O)c1cc(S(=O)(=O)NCCc2cccc(C)c2)cn1C | 2.4 | -4.2 | . | -12.7 | 6.5 | -8.8 | -3.7 | -5.4 |
| 14 | Cc1ccc(S(=O)(=O)N(C)C[C@@H]2Oc3ccc(NC(=O)Nc4ccc5c(c4)OCO5)cc3CC(=O)N([C@@H](C)CO)C[C@H]2C)cc1 | -2.1 | -2.0 | 0.7 | 33.2 | 3.4 | 0.3 | 0.8 | 22.4 |
| 15 | CCc1nnc(NC(=O)C2CCCN2C(=O)NC2CCCCC2)s1 (stereo not given) | -4.1 | 10.9 | . | -6.4 | . | -2.3 | . | . |
| 16 | CC(C)(C)C(=O)OCc1nc(-c2ccc(C(F)(F)F)cc2)cs1 | -1.9 | 5.1 | . | -2.6 | 1.3 | 3.2 | 1.1 | -16.3 |
| 17 | COc1ccc(C2CC(=O)c3cnc(NC(=O)c4cccc(OC)c4)nc3C2)cc1 (stereo not given) | -6.5 | -3.7 | . | -0.3 | . | 7.0 | . | . |
| 18 | O=C(Nc1ccn(Cc2cccc3ccccc23)n1)c1cccnc1 | . | . | -1.2 | 14.7 | -0.5 | . | 7.4 | -14.0 |
| 19 | Cc1cc2cc3c(=O)[nH]c(=O)nc-3n(CC(O)C(O)C(O)CO)c2cc1C (stereo not given) | . | . | 0.0 | -10.5 | 5.7 | -0.7 | 1.7 | -32.2 |
| 20 | CCOc1ccc(CCNS(=O)(=O)c2ccc3c(c2)NC(=O)CC(=O)N3)cc1OCC | -18.2 | -4.7 | 0.0 | 2.0 | -2.9 | -2.6 | -0.2 | -12.2 |
| 21 | O=C(NNC(=O)C1CCCCC1)c1cnccn1 | -3.2 | 4.2 | . | 6.3 | . | 1.6 | . | . |
| 22 | Cc1ccc(COC(=O)CCN=C2NS(=O)(=O)c3ccccc32)cc1 | 5.0 | -14.2 | . | -10.0 | 1.7 | -11.2 | 12.0 | -2.7 |
| 23 | CC(=O)Nc1ccc(S(=O)(=O)N2CCN(c3nnnn3-c3ccccc3)CC2)cc1 | . | . | -3.4 | 2.2 | -4.5 | . | -0.3 | 10.4 |
| 24 | CC(C)N(C(=O)COC(=O)CCC(=O)c1cccs1)c1ccccc1 | 2.5 | -10.0 | -0.4 | -0.6 | 0.3 | -4.8 | -2.9 | 0.5 |
| 25 | N#C[C@@H]1[C@H](c2ccc(C3=CCCCC3)cc2)[C@@H](CO)N1C(=O)CN1CCOCC1 | -3.2 | 2.5 | 0.0 | 5.6 | 0.3 | -2.2 | -2.3 | -25.9 |
| 26 | Cc1cccc(S(=O)(=O)N(C)C[C@H]2OCc3cnnn3CCCC(=O)N([C@@H](C)CO)C[C@H]2C)c1 | -2.5&1.5 | -2.4&-2.1 | -0.2&-0.2 | -16.7 | 2.8&0.8 | 4.3&-2.3&-0.1 | 27.4*! | 3.3&14.7 |
| 27 | C[C@H]1CN([C@@H](C)CO)S(=O)(=O)c2ccc(-c3cccnc3)cc2O[C@H]1CN(C)CC1CCOCC1 | 1.9 | 1.3 | -0.2 | -1.0 | -2.4 | -1.4 | 1.3 | 4.3 |
| 28 | CC(C(=O)c1ccc(Br)cc1)[n+]1cccc2ccccc21 (stereo not given) | -127.9 | -4.7 | . | -9.2 | 2.5 | 0.5 | -6.8 | -254.5 |
| 29 | COC(=O)c1c(Oc2nc(OC)cc(OC)n2)cccc1Oc1nc(OC)cc(OC)n1 | 2.8 | -7.2 | . | -17.3 | -0.6 | 5.0 | -2.4 | -16.6 |
| 30 | Cc1cc(Cl)ccc1C(=O)C1CCCN(C(=O)c2cccc(N3CCCC3=O)c2)C1 (stereo not given) | -8.1 | -2.4 | . | -2.0 | 0.5 | -0.2 | 7.7 | -10.9 |

Arranged by count of non-hydrogen atoms (lowest first): some entries from above
| entry | Structure | PglD inh | RAD54 inh | E-sel inducer | ARNT-TACC3 inh | Casp6 inh | esBAF inh | ERp5 inh | RAD52 anneal inh |
| --- | --- | --- | --- | --- | --- | --- | --- | --- | --- |
| 28 | CC(C(=O)c1ccc(Br)cc1)[n+]1cccc2ccccc21 (stereo not given) | -127.9 | -4.7 | . | -9.2 | 2.5 | 0.5 | -6.8 | -254.5 |
| 13 | COC(=O)c1cc(S(=O)(=O)NCCc2cccc(C)c2)cn1C | 2.4 | -4.2 | . | -12.7 | 6.5 | -8.8 | -3.7 | -5.4 |
| 24 | CC(C)N(C(=O)COC(=O)CCC(=O)c1cccs1)c1ccccc1 | 2.5 | -10.0 | -0.4 | -0.6 | 0.3 | -4.8 | -2.9 | 0.5 |
| 19 | Cc1cc2cc3c(=O)[nH]c(=O)nc-3n(CC(O)C(O)C(O)CO)c2cc1C (stereo not given) | . | . | 0.0 | -10.5 | 5.7 | -0.7 | 1.7 | -32.2 |
| 6 | Cc1onc(-c2ccccc2Cl)c1C(=O)OCn1nnc2ccccc2c1=O | 6.0 | -8.4 | . | 0.8 | . | 1.4 | . | . |
| 1 | COc1ccc(C2(CNC(=O)Cc3ccc(OC)c(OC)c3)CCOCC2)cc1 | 0.2 | -6.5 | . | 3.2 | . | -8.9 | . | . |
| 17 | COc1ccc(C2CC(=O)c3cnc(NC(=O)c4cccc(OC)c4)nc3C2)cc1 (stereo not given) | -6.5 | -3.7 | . | -0.3 | . | 7.0 | . | . |
| 20 | CCOc1ccc(CCNS(=O)(=O)c2ccc3c(c2)NC(=O)CC(=O)N3)cc1OCC | -18.2 | -4.7 | 0.0 | 2.0 | -2.9 | -2.6 | -0.2 | -12.2 |
| 27 | C[C@H]1CN([C@@H](C)CO)S(=O)(=O)c2ccc(-c3cccnc3)cc2O[C@H]1CN(C)CC1CCOCC1 | 1.9 | 1.3 | -0.2 | -1.0 | -2.4 | -1.4 | 1.3 | 4.3 |

Continuation:
| entry | Structure | PglD inh | RAD54 inh | E-sel inducer | ARNT-TACC3 inh | Casp6 inh | esBAF inh | ERp5 inh | RAD52 anneal inh |
| --- | --- | --- | --- | --- | --- | --- | --- | --- | --- |
| 31 | Cc1ccc(CN2CCN(Cc3ccon3)CC2CCO)cc1 (stereo not given) | . | . | . | -0.8 | 1.4 | . | 7.7 | -7.2 |
| 32 | CC(=O)N1c2ccc(S(=O)(=O)N3CCCC3C(=O)Nc3ccc(C)cc3)cc2CC1C (stereo not given) | -1.6 | -8.3 | 0.2 | . | -3.3 | 0.1 | 2.2 | -16.7 |
| 33 | COC(=O)C(Cc1ccc(O)cc1)NC(=O)CCC(=O)Nc1ccc(S(N)(=O)=O)cc1 (stereo not given) | -0.6 | -4.4 | . | -4.8 | . | 6.2 | . | . |
| 34 | CCn1c(NC(=O)Nc2cccc(C)c2C)cc2sccc21 | -7.3 | 4.7 | 3.7 | -13.2 | 2.0 | -7.2 | -2.1 | -28.1 |
| 35 | O=C(C[C@H]1C[C@H]2c3cc(NC(=O)C4CCOCC4)ccc3O[C@H]2[C@H](CO)O1)NCCN1CCCCC1 | 0.5 | -16.0 | 0.2 | -2.2 | -0.9 | 4.4 | -0.4 | 11.6 |
